Screens from PubChem BioAssay.
Kir21 block – blocks the mouse Kir2.1 inward-rectifier potassium channel | B-score at 10 µM | P35561 | HEK293-Kir2.1, FluxOR thallium flux fluorescence; active compounds read low | actives 0.85% (n = 310,000);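 active means fluorescence ratio B-score at or below minus 3 SD of library scores, with starting-brightness B-score within 2 SD, cut at about -4.2 in these data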;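 further: channel flux triggered by added potassium and thallium sulfate stimulus; B-score of peak minus minimum fluorescence over baseline after thallium stimulus; more negative B-score means stronger Kir2.1 block with less thallium influx; some compounds called inactive have numbers as strong as hits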
KCNQ2 inh – KCNQ2 potassium channel inhibitors, primary screen, cell-based, CHO-K1, FluxOR thallium flux, B-score (AID 2156); actives 1.1% (n = 310,000); O88943; B-score at 10 µM; 20 min; active compounds read low;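 active means fluorescence ratio B-score at most minus 3 library SDs, with starting brightness B-score within 2 library SDs, cut at about -5.5 in these data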
Target sequence (O88943 whole entry, looked up): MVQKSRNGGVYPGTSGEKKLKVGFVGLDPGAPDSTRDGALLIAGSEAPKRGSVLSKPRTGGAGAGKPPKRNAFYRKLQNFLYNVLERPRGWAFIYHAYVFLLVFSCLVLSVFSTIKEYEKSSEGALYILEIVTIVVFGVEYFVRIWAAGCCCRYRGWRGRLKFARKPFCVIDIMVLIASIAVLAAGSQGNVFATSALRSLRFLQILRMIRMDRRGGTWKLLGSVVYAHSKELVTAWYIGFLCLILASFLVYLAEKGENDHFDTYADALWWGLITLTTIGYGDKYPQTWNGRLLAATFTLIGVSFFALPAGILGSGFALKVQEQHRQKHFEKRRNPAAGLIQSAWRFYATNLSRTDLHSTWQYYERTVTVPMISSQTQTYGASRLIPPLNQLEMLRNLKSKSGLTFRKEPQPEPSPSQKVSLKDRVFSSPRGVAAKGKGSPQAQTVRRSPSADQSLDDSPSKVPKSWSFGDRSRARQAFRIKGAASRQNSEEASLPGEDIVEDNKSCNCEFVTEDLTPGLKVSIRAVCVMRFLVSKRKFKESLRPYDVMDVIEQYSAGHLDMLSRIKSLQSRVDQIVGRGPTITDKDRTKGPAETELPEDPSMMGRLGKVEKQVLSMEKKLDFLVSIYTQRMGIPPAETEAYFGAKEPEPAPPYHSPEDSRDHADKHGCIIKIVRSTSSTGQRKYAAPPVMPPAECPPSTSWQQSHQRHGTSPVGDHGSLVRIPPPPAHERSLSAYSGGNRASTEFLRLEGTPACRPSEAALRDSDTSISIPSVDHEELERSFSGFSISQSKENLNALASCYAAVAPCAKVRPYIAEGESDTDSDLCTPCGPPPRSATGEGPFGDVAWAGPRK
The depositor's hits bear a star; i = inactive.

SMILES | Kir21 block | KCNQ2 inh
C/C(=N\NC(=O)c1cc(-c2ccccn2)nc2ccccc12)c1cccc([N+](=O)[O-])c1 | -1.06 | i
Cc1ccc(NS(=O)(=O)c2c(C)[nH]c(C)c2C(=O)N2CCCCC2)c(C)c1 | 0.42 | i
CCOC(=O)N1CCN(S(=O)(=O)c2ccc(C(=O)Nc3ccc(F)cc3F)cc2)CC1 | 1.35 | i
CC(C)OC(=O)c1cccc(NC(=O)CSc2nnc(N)s2)c1 | -0.01 | i
O=S(=O)(c1ccccc1)[C@@]1(c2ccccc2)C[C@@H]2ON=C(c3cccc(-c4ccccc4)c3)[C@@H]2C1 | 0.8 | i
O=C(/C=C/c1ncc(C(F)(F)F)cc1Cl)OCc1ccccc1 | 0.71 | i
Cc1ccccc1Cn1c(=N)n(CC(O)c2ccco2)c2ccccc21 (stereo not drawn) | -5.93* | i
Cc1cc(C)c(C(=O)COC(=O)c2cc([N+](=O)[O-])ccc2N2CCOCC2)cc1C | 0 | i
Cc1cccc(OCCn2nc(C(=O)O)c3ccccc3c2=O)c1 | 0.85 | i
O=C(Nc1ccccc1O)c1ccc(NS(=O)(=O)c2cccc3cccnc23)cc1 | -1.45 | i
COC(=O)c1ccc(=O)n(Cc2ccc3c(c2)OCO3)c1 | -1.18 | i
COc1cc(N=c2oc3c(C)ncc(CO)c3cc2C(N)=O)cc(OC)c1OC | -1.21 | i
CCCC(=O)c1c[nH]c(C(=O)NCCCN2CCOCC2)c1 | 0.29 | i
C/C=C/c1ccc(OCC(O)CNCC(c2ccc(OC)cc2)N(C)C)c(OC)c1 (stereo not drawn) | 0.55 | i
c1ccc(-c2ccc3sccc3n2)cc1 | -0.04 | i
CCN(CC(=O)NCCc1ccc(S(N)(=O)=O)cc1)Cc1ccccc1 | -2.15 | i
Cc1c(C(=O)NCc2ccc(F)cc2)oc2ccc(S(=O)(=O)N3CCOCC3)cc12 | 0.07 | i
COc1ccccc1C1C(C(C)=O)=C(O)C(=O)N1CCc1ccccc1 (stereo not drawn) | 0.47 | i
Cc1cccc(NC(=O)c2ccc3nccnc3c2)c1C | -1.12 | i
Cc1ccsc1/C=C1\Oc2cc(OCC(=O)c3ccccc3)ccc2C1=O | -0.17 | i

Reprinted from the part before: 2 compounds, then new ones.
SMILES | Kir21 block | KCNQ2 inh
Cc1cccc(NC(=O)c2ccc3nccnc3c2)c1C | -1.12 | i
Cc1ccsc1/C=C1\Oc2cc(OCC(=O)c3ccccc3)ccc2C1=O | -0.17 | i
CCCCn1c(SCC(=O)Nc2cc(C(F)(F)F)ccc2Cl)nnc1C(CC)N(C)C (stereo not drawn) | 0.45 | i
O=C(CCCn1c(=S)[nH]c2ccc(Br)cc2c1=O)N1CCN(c2ccccn2)CC1 | -0.15 | i
CO/N=C(/CNC(=O)c1ccc(Cl)cc1Cl)c1ccc(Cl)cc1 | -1.11 | i
O=C(Nc1nnc(C2CC2)s1)c1cccc(S(=O)(=O)N2CC(c3ccccc3)CC2=O)c1 (stereo not drawn) | -0.28 | i
Cc1cc(Sc2nc(N(C)C)nc(N(C)C)n2)nc(Cl)n1 | 0.1 | i
O=C(OCCCOC(=O)c1cc[n+]([O-])cc1)c1cc[n+]([O-])cc1 | 1.33 | i
COc1cccc(NC(=O)c2cccc(C)c2[N+](=O)[O-])c1 | 1.56 | i
COCCCNC(=O)CC(NS(=O)(=O)c1ccc(Cl)cc1)c1ccco1 (stereo not drawn) | -0.04 | i
COC(=O)c1cc(C(=O)OC)n(Cc2ccc(F)cc2)n1 | 0.33 | i
COc1cc(-c2nc3ccccn3c2N)ccc1O | -1.6 | i
CCC(CO)NCc1ccccc1OC(C)C (stereo not drawn) | -2.17 | i
N#CCc1ccc(OC(=O)c2cnccc2C(F)(F)F)cc1 | 0.86 | i
CCCc1c(C(=O)N2CCN(c3ccccc3OC)CC2)cnn1-c1ccccc1 | -1.22 | i
O=C1N(Cc2ccccc2)CCCC12CCCN(Cc1ccccc1)C2=O | -1.75 | i
C=CCNc1nc(Cl)nc(Nc2ccc(OCC)cc2)n1 | -0.3 | i
O=C(Cc1c(F)cccc1Cl)NCC1CCCO1 (stereo not drawn) | 1.09 | i
Cn1cc(C[C@H](NC(=O)OC(C)(C)C)C(=O)N[C@@H](CO)Cc2ccccc2)c2ccccc21 | 0.14 | i
CSc1ccccc1OCc1cc(C(=O)NCCN2CCCc3ccccc32)no1 | -0.24 | i
CCC1CCCCN1CCCNS(=O)(=O)c1ccc2c(c1)oc(=O)n2C (stereo not drawn) | -0.88 | i
COc1ccc(CN(C)S(=O)(=O)c2nnc(NC(=O)c3ccc(C)cc3)s2)cc1OC | 0.01 | i

Brought forward from above: 2 compounds; new compounds follow.
SMILES | Kir21 block | KCNQ2 inh
CCC1CCCCN1CCCNS(=O)(=O)c1ccc2c(c1)oc(=O)n2C (stereo not drawn) | -0.88 | i
COc1ccc(CN(C)S(=O)(=O)c2nnc(NC(=O)c3ccc(C)cc3)s2)cc1OC | 0.01 | i
Cc1ccc(CNS(=O)(=O)c2c(C(=O)N3CCCCCC3)c(C)n(C)c2C)cc1 | 0.53 | i
Cc1cc(=O)oc2cc(OCCC[n+]3ccccc3)ccc12 | -0.64 | i
O=C(O)c1ccccc1NC(=O)C1CCCO1 (stereo not drawn) | -0.14 | i
Cc1ccc(-c2nnc(SCC(=O)Nc3ccccc3N3CCOCC3)o2)cc1 | 0.16 | i
CC(=O)c1c(C)[nH]c(-c2ccccc2)c1C | 1.88 | i
OC(CN1CCN(c2ccc(C(F)(F)F)cn2)CC1)c1ccccc1 (stereo not drawn) | 0.32 | i
Cc1nn(-c2ccccn2)c2c1C(c1ccccc1Cl)C1=C(N2)c2ccccc2C1=O (stereo not drawn) | -0.36 | i
Cc1nc2sc(C(=O)OC(C)C)c(N)c2c(C)c1C | -0.05 | i
COc1cccc(OC)c1C(=O)Nc1ccc2c(c1)CCCN2S(=O)(=O)c1ccc(C)cc1 | -0.7 | i
CC(CN1CCCCC1)OC(=O)COc1ccc(Br)cc1 (stereo not drawn) | -0.39 | i
CC(=O)N1CC(C)Sc2ccc(S(=O)(=O)NC(C)c3ccccc3)cc21 (stereo not drawn) | -1.18 | i
CC(=O)c1ccc(S(=O)(=O)N2CCN(C(=O)CSc3ccc(C)c(C)c3)CC2)cc1 | -0.43 | i
CCc1ccc(-c2cc(C(F)(F)F)n3nc(C(=O)Nc4c(C)nn(Cc5ccc(F)cc5)c4C)cc3n2)s1 | -2.52 | i
O=C(CSc1nnc(NC(=O)C2CC2)s1)Nc1ccc(F)cc1 | 0.81 | i
O=C(COC(=O)c1cc(-c2ccncc2)nc2ccccc12)Nc1ccc2c(c1)OCO2 | 0.21 | i
COc1ccc(C(CNC(=O)c2oc3ccc(OC)cc3c2C)N2CCCC2)cc1 (stereo not drawn) | -4.28 | i
Cc1ccccc1CNC(=O)C1CCCN(c2nnc(C)c3c(C)n(-c4ccccc4)nc23)C1 (stereo not drawn) | -1.45 | i
CCOC(=O)CCNC(=O)c1ccc2nc(C3CCCCC3)oc2c1 | 1.75 | i
CCCc1nc2nc(C)c(NS(=O)(=O)c3ccc(C4CCCCC4)cc3)c(=O)n2[nH]1 | 1.54 | i
O=c1c2cccnc2n(-c2ccccc2)n1Cc1ccc(Cl)cc1 | 0 | i

Structures listed above that bear a hit mark in Kir21 block:
SMILES | Kir21 block | KCNQ2 inh
Cc1ccccc1Cn1c(=N)n(CC(O)c2ccco2)c2ccccc21 (stereo not drawn) | -5.93* | i

More records follow:
SMILES | Kir21 block | KCNQ2 inh
Cc1ccc(C(=O)Cn2c(N3CCOCC3)nc3c2c(=O)n(C)c(=O)n3C)cc1 | 1.74 | i
CCOC(=O)c1cc(-c2cc(OC)c(OC)c(OC)c2)nc2c1c(=O)[nH]c(=O)n2Cc1ccccc1 | 0.89 | i
O=C(COC(=O)c1ccc([N+](=O)[O-])cc1)Nc1ccc(Cl)cn1 | -0.35 | i
CNC(=O)CSc1nc2cccnc2n1-c1ccc(F)cc1 | 0.27 | i
Cc1nc(C(=O)NNC(=O)c2ccc(C(F)(F)F)cc2)cs1 | 0.5 | i
O=C(Nn1cnnc1)c1ccc([N+](=O)[O-])cc1 | -0.58 | i
CCNC(=S)N/N=C/c1ccc(C#N)cc1 | -0.92 | i
COc1ccc(C(CNC(=O)CCNS(=O)(=O)c2ccc(C)cc2)N2CCOCC2)cc1 (stereo not drawn) | -2.12 | i
O=C(Cc1cccs1)Nc1nc2c(ccc3ccccc32)s1 | -1.89 | i
O=C(Nc1cnn(Cc2ccc(Cl)cc2Cl)c1)c1cc(-c2cccs2)on1 | -0.11 | i
Cc1nc2c([nH]c3ccccc32)c(=O)n1N | 1.09 | i
Cc1ccc(C(=O)NC(=S)N2CCN(c3cc(C)ccc3C)CC2)cc1 | 0.05 | i
O=C(N/N=C/c1cccs1)C(=O)N1CCCC1 | -0.06 | i
O=C1NCCCC1C(=O)Nc1ccccn1 (stereo not drawn) | -0.05 | i
CCc1ccccc1NC(=O)NCc1ccccn1 | -0.56 | i
CSc1ccccc1NC(=O)c1ccoc1C | 0.89 | i
COC(=O)c1sc2nc[nH]c(=O)c2c1C | 0.61 | i
O=C(CCSc1ccccc1)Nc1nnc(-c2cccs2)o1 | -1.62 | i
Cc1cccc2cc(CN(Cc3cccnc3)C(=O)c3ccncc3)c(=O)[nH]c12 | -0.74 | i
N#Cc1ccccc1S(=O)c1ccccc1C(=O)Nc1ccccc1 (stereo not drawn) | 1.2 | i
COC(=O)C1=CN(Cc2cccs2)C=C(C(=O)OC)C1c1cccc(OC)c1OC | 0.61 | i
COc1ccc(CNC(=O)c2ccc(CS(=O)Cc3ccc(Cl)cc3)o2)cc1 (stereo not drawn) | -1.3 | i
Cc1scc(C(=O)N2CCN(S(C)(=O)=O)CC2)c1-c1ccccc1 | -0.81 | i
CN(CP(=O)(O)CCc1ccccc1)S(C)(=O)=O | -0.4 | i
CCOC(=O)c1c(NC(=O)c2cccc(N3C(=O)CCC3=O)c2)sc(C)c1C | -0.25 | i
Cc1cccc(C(=O)NCCN2CCCC2)c1 | -0.09 | i
Cc1ccc(CNC(=O)c2ccccc2N)cc1 | -0.78 | i
O=C(O)c1ccc2c(c1)N(Cc1ccccc1F)C(=O)c1ccccc1S2=O (stereo not drawn) | 0.17 | i
CC(C)Cn1c(N)c(/C=N/NC(=O)c2ccc(Cl)cc2)c(=O)n(C)c1=O | 0.47 | i
COc1cc([N+](=O)[O-])ccc1NC(=O)Nc1ccc2c(c1)OCCO2 | 0.87 | i
CC1CCN(CC(=O)Nc2cccc(Cl)c2)CC1 | 0.55 | i
C/C(=N\N(Cc1ccccc1)c1ccccc1)c1cccnc1 | -3.79 | i
CCN(CC)S(=O)(=O)c1cccc(C(=O)N/N=C/c2c(C)nn(-c3ccccc3)c2Cl)c1 | -0.82 | i
O=C(Cc1c[nH]c2ccccc12)NCc1ccc(Cl)cc1Cl | -4.25* | i
CC(C)(C)S(=O)(=O)/C(C#N)=N/Nc1ccc(S(N)(=O)=O)cc1 | -1.47 | i
COC(=O)c1cc(NC(=S)Nc2cc(Cl)cc(Cl)c2)cc(C(=O)OC)c1 | -0.15 | i
CCn1nc(C)cc1C(=O)NC1CCCc2c1cnn2-c1cc(F)cc(F)c1 (stereo not drawn) | -0.27 | i
CCN=C1SC(CC(=O)Nc2ccccc2)C(=O)N1CC (stereo not drawn) | 0.41 | i
Cc1ccc(NC(=O)CS(=O)c2ccccc2N)c(C)c1 (stereo not drawn) | 0.59 | i
CCO[C@H]1OC(C(=O)NCc2ccccc2)=C[C@@H](C2CCCCC2)[C@@H]1CCCO | 0.41 | i
N/C(=N\OC(=O)c1ccccc1[N+](=O)[O-])c1ccccn1 | 0.03 | i
CCOC(=O)C1=C(COC(=O)/C=C/c2ccc(Cl)cc2)NC(=O)NC1C (stereo not drawn) | -0.68 | i
Cc1ccccc1C(=O)NC1CCN(C(=O)NCc2ccccc2)CC1 | 1.44 | i
COc1ccc(-c2cc3nc(C)c(CCC(=O)NCc4ccco4)c(C)n3n2)c(OC)c1 | 0.43 | i
COc1ccc([C@@H]2[C@@H]3C(=O)N(C(C)(C)C)C(=O)[C@@H]3[C@]3(C)C(=O)N(c4ccc(C)cc4)C(=O)N23)cc1 | 0.86 | i
CCCNC(=O)C1(S(=O)(=O)c2ccccc2)CC=CC1 | 0.45 | i
CC(C)CC1Nc2ncnc(N3CCN(c4ccccn4)CC3)c2N(Cc2ccc(Br)cc2)C1=O (stereo not drawn) | 0.05 | i
Cc1ccc[n+](CC(=O)c2ccc(Br)cc2)c1C | 3.04 | i
Cc1ccc(C(=O)N2CCN(c3ccc(C(F)(F)F)cn3)CC2)cc1 | 0.19 | i
COc1ccc(COC(=O)C2=C(C)NC(=O)NC2c2ccc(OC)c(OC)c2)cc1 (stereo not drawn) | -1.91 | i
COC(=O)c1ccc2c(=O)n(CCCN3CCOCC3)c(=S)[nH]c2c1 | -0.2 | i
Clc1ccc(-c2csc(N3CCc4ccccc4C3)n2)cc1 | 0.81 | i
Cc1ccc(C(=O)Nc2ccccc2C(=O)N2CCCC2)cc1[N+](=O)[O-] | 3.22 | i
CCCOc1ccc(N2CC(C(=O)Nc3ccccc3F)CC2=O)cc1 (stereo not drawn) | -0.5 | i
Cc1sc(NC(=O)CCCCC(=O)Nc2sc(C)c(C)c2C(=O)O)c(C(=O)O)c1C | 0.06 | i

Part of the list above, with each value named.
COc1ccc([C@@H]2[C@@H]3C(=O)N(C(C)(C)C)C(=O)[C@@H]3[C@]3(C)C(=O)N(c4ccc(C)cc4)C(=O)N23)cc1
  Kir21 block: 0.86 | KCNQ2 inh: i
CCCNC(=O)C1(S(=O)(=O)c2ccccc2)CC=CC1
  Kir21 block: 0.45 | KCNQ2 inh: i
CC(C)CC1Nc2ncnc(N3CCN(c4ccccn4)CC3)c2N(Cc2ccc(Br)cc2)C1=O (stereo not drawn)
  Kir21 block: 0.05 | KCNQ2 inh: i
